# BL2 CD40 inh: CD40 pathway inhibition in BL2 cells. BL2 NF-kB luciferase reporter, CD40L-induced, 4 h. inhibition, % at 10 µM. 0.94% of 83,000 active. AID 1053188;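 active = mean inhibition of at least 50% with a set share of replicates also reaching that level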;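 also: 0% = neutral control wells and 100% = IKK inhibitor VII at 50 µM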
# * hit, by the source's call; [ ] = another dose, or the depositor's remark.
BL2 CD40 inh	Compound
1.5	Cc1ccc(OCCNC(=O)c2ccc(NC(=O)CC3SC(N4CCCC4)=NC3=O)cc2)cc1 (stereo unspecified)
-70.8	Cc1cc(C(=O)Nc2cnc3ccccc3c2)ccc1[N+](=O)[O-]
1.8	C/C=C/c1ccc([C@H]2[C@H](CO)N[C@H]2CN(C(=O)C2CCCC2)C(C)C)cc1
-2.0	CSC1=NCCN1C(=O)c1ccc(S(=O)(=O)N2CCCC2)cc1
7.4	CCCN(CC1CC1)C(=O)CSc1ncnc2sc(C)c(C)c12
-0.5	CN(C)S(=O)(=O)c1cccc(NC(=O)CN2C(=O)NC(Cc3ccccc3)C2=O)c1 (stereo unspecified)
13.0	C=CCN1C(=O)c2ccc(C(=O)N(CCOC)c3c(N)n(CCCC)c(=O)[nH]c3=O)cc2C1=O
-55.6	Cc1nc2c(C(=O)N3CCCCC3)cnn2c(C)c1Cc1ccccc1F

# Continuation.
BL2 CD40 inh	Compound
-2.3	COc1ccccc1-c1csc(C(O)c2ccc(F)c(F)c2)n1 (stereo unspecified)
10.0	COCCN(CC(=O)Nc1ccccc1C(F)(F)F)C(=O)c1ccc(-n2cccn2)cc1
9.8	COc1cccc(CN2CCC2(C)C(=O)Nc2cnc3ccccc3c2)c1F (stereo unspecified)
-7.7[25 µM]	O=C(C[C@@H]1C=C[C@@H](NC(=O)Nc2ccccc2F)[C@H](CO)O1)NCc1ccc(-c2ccccc2)cc1
5.0	CCC(C)(C)n1nnnc1C(c1cc2cc3c(cc2[nH]c1=O)OCO3)N1CCCCC1 (stereo unspecified)
-35.0	O=[N+]([O-])c1ccc(S(=O)(=O)Nc2ccc(-c3ccc(N4CCOCC4)nn3)cc2)cc1
-1.6[25 µM]	CC=Cc1ccc2n(c1=O)C[C@@H]1[C@@H](CO)[C@H](C(=O)N(C)C)[C@H]2N1S(=O)(=O)c1ccccc1C (mixture of isomers)
-19.0	COc1cc(C=Cc2nnc3c4ccccc4cnn23)cc(OC)c1OC

# Further structures:
BL2 CD40 inh	Compound
-23.8	O=C(COc1ccccc1)Nc1cccc(-c2nc3ccccc3[nH]2)c1
15.9	CCOc1ccccc1N(CC(=O)Nc1cccnc1)S(=O)(=O)c1ccc(C)cc1
13.1	Cc1oc(-c2ccccc2F)nc1CN1CCC(C(=O)NC2CCCc3ccccc32)CC1 (stereo unspecified)
6.9	CCOc1ccc(CCNC(=O)COC(=O)c2cccc(OC)c2O)cc1OCC
10.3	CC(=O)N1N=C(c2cccs2)CC1c1cc2cc(C)ccc2nc1Cl (stereo unspecified)
0.9	COc1ccccc1OCCNC(=O)CSC(=S)N1CCCC1
-2.0	CC(Oc1ccc(Br)cc1)C(=O)Nc1cc(S(=O)(=O)N2CCOCC2)ccc1N1CCCC1 (stereo unspecified)
9.8	Cc1cc(C(F)F)nn1CC(=O)N1CCSCC1

# Next structures
BL2 CD40 inh	Compound
-34.9	COc1cc(CN2CCN(C(C)C)C(CCO)C2)ccc1OCc1ccccc1 (stereo unspecified)
1.3	O=C(Cc1ccccn1)N1CC(=O)N2[C@H](C1)[C@H](c1ccc(C#CC3CCCC3)cc1)[C@@H]2CO
-33.9	Cc1ccc(C(C#N)=Cc2ccc3c(c2)OCO3)cc1
-3.9	COc1cc(N)c(Cl)cc1C(=O)OCC(=O)NC(=O)NCc1ccco1
5.8	CC(=O)c1cccc(CN2CCC(n3nccc3NC(=O)CCc3ccccc3)CC2)c1
-2.2	O=[N+]([O-])c1cccc(-c2n[nH]c(=S)n2-c2ccc(Br)cc2)c1
9.0	Cn1c(N)c(N=O)c(=O)n(C)c1=S
-1.6	CCS(=O)(=O)Nc1c(C(=O)OC)[nH]c2ccccc12

# Further structures
BL2 CD40 inh	Compound
-6.8[25 µM]	C[C@@H]1CCCCO[C@H](CN(C)S(=O)(=O)c2ccc(F)cc2)[C@H](C)CN([C@@H](C)CO)C(=O)c2cc(N(C)C)ccc2O1
1.2	COc1ccc(CC(=O)Nc2ccc(S(=O)(=O)N3CCCC3)cc2)c(OC)c1
2.8	CC(=O)Nc1ccc(S(=O)(=O)N2CCSCC2)cc1
-24.8	COC(=O)c1nn(-c2ccc3c(c2)OCO3)cc1O
-10.4	CN(Cc1ncc[nH]1)Cc1cn(-c2ccccc2)nc1-c1ccc2c(c1)OCO2
3.3	Cc1cc(C(=O)N2CCN(CCc3ccccc3)CC2)no1
-21.3	O=[N+]([O-])c1ccc(-c2nc(NCc3cccnc3)c3ccccc3n2)cc1
7.4[25 µM]	CO[C@@H]1CN(C)C(=O)c2ccc(NC(=O)Nc3cc(F)ccc3F)cc2OC[C@H](C)N(C(=O)c2ccccn2)C[C@@H]1C

# Going on with the list:
BL2 CD40 inh	Compound
-11.0	O=NN(C(=O)NCc1cccnc1)C1CCCCC1
13.0	Cc1ccc2cccc(Oc3ncnc4scc(-c5ccccc5)c34)c2n1
-8.0	Cc1cccnc1C(NC(=O)C1CCN(Cc2ccc(Cl)cc2)CC1)c1ccccc1 (stereo unspecified)
-12.0	C[C@H]1CN([C@@H](C)CO)C(=O)c2ccccc2-c2ccccc2CO[C@@H]1CN(C)S(=O)(=O)c1ccc(C#N)cc1
8.9	O=C(C1CCC(CNS(=O)(=O)c2ccccc2)CC1)N1CCCCC1 (stereo unspecified)
11.6	CCc1ccc2c(c1)/C(=N/OC)C(=O)N2
5.5	COc1ccccc1-c1ccc2nnc(SCC(=O)N3CCCC3)n2n1
-0.5	O=C(Nc1cnn(Cc2ccc(F)cc2)c1)c1cc(-c2ccco2)on1

# Carrying on.
BL2 CD40 inh	Compound
-6.3	CC(Oc1ccc(S(=O)(=O)N2CCCC2)cc1[N+](=O)[O-])C(=O)N(C)c1ccccc1 (stereo unspecified)
37.6*	COc1ccc(C(=O)/C=C/C(=O)N(CC(=O)NC2CCCCC2)Cc2ccc(F)cc2)c(O)c1
11.7	O=C(CCc1nc2ccccc2c(=O)[nH]1)Nc1cc(C(F)(F)F)ccc1N1CCOCC1
-48.0	CC(C)(C)SCCNC(=O)Nc1ccccc1
5.9	CC(=O)N(C)C[C@H]1Oc2ccc(N(C)C)cc2CC(=O)N(C)C[C@@H]1C
0.3	COc1cccc(C(=O)NNC(=O)c2ccccc2-n2cccc2)c1
1.8[25 µM]	Cc1noc(C)c1NC(=O)Nc1ccc2c(c1)CC(=O)N([C@H](C)CO)C[C@H](C)[C@H](CN(C)S(=O)(=O)c1cccs1)O2
-0.9	CC(C)[C@H](C)NC(=O)N(C)C[C@@H]1OCc2ccccc2-c2c(n(C)c3ccccc23)C(=O)N([C@@H](C)CO)C[C@H]1C

# The listing continues:
BL2 CD40 inh	Compound
11.0	CCNC(=O)COC(=O)CCC(=O)c1ccc(F)cc1
7.7[25 µM]	COc1ccc(CN(C)C[C@H]2OCCCC[C@H](C)Oc3ccc(NC(=O)C4CCCCC4)cc3C(=O)N([C@H](C)CO)C[C@@H]2C)cc1
1.4	CC(=O)O/N=C(/C)c1ncc(C(F)(F)F)cc1N1CCOCC1
15.0	O=C(CN1CCC(Cc2ccccc2)CC1)NC(=O)NCc1ccco1
-3.3[25 µM]	N#Cc1cccc(-c2ccc3c(c2)[C@@H]2[C@@H](CCN2C(=O)c2ccccc2F)[C@@H](CO)N3)c1
-6.8	COCCCn1c(SCC(=O)OC2CCCCC2)nnc1-c1cccs1
5.1	O=C(c1cc2ccccc2o1)N1CCN(CCOc2ccccc2)CC1
10.4[25 µM]	O=C(C[C@@H]1CC[C@@H]2[C@H](COC[C@H](O)CN2Cc2cc(F)cc(F)c2)O1)Nc1nccs1

# Next compounds follow.
BL2 CD40 inh	Compound
4.3	O=C(NCCCn1cccn1)C1CCC(=O)N(Cc2ccccc2F)C1 (stereo unspecified)
10.8	Fc1ccc(CSc2nnc(CN3CCOCC3)n2-c2ccccc2)c(Cl)c1
-6.6[25 µM]	COc1ccc(C[C@H]2CCn3nncc3COC[C@H](c3ccccc3)NC2=O)cc1
-22.4[25 µM]	N#C[C@H]1[C@@H](c2ccccc2C2=CCCC2)[C@@H](CO)N1S(=O)(=O)c1ccccc1
-4.1	CCC(C(=O)N1CCN(S(=O)(=O)c2sc(C(=O)O)c(C)c2C(=O)O)CC1)c1ccccc1 (stereo unspecified)
2.9	CC(=O)N1CCN(CC(=O)Nc2sccc2C#N)CC1
91.2*[25 µM]	CC1=C(SCCO)C(=O)c2ccccc2C1=O
9.1	CCC12CN3CC(CC)(CN(C1)C31C(=O)N(C)c3ccc(C)cc31)C2=O (stereo unspecified)

# Already shown: an excerpt of the list.
BL2 CD40 inh	Compound
1.4	CC(=O)O/N=C(/C)c1ncc(C(F)(F)F)cc1N1CCOCC1
15.0	O=C(CN1CCC(Cc2ccccc2)CC1)NC(=O)NCc1ccco1
-3.3[25 µM]	N#Cc1cccc(-c2ccc3c(c2)[C@@H]2[C@@H](CCN2C(=O)c2ccccc2F)[C@@H](CO)N3)c1
-6.8	COCCCn1c(SCC(=O)OC2CCCCC2)nnc1-c1cccs1
5.1	O=C(c1cc2ccccc2o1)N1CCN(CCOc2ccccc2)CC1
10.4[25 µM]	O=C(C[C@@H]1CC[C@@H]2[C@H](COC[C@H](O)CN2Cc2cc(F)cc(F)c2)O1)Nc1nccs1
4.3	O=C(NCCCn1cccn1)C1CCC(=O)N(Cc2ccccc2F)C1 (stereo unspecified)
10.8	Fc1ccc(CSc2nnc(CN3CCOCC3)n2-c2ccccc2)c(Cl)c1
-6.6[25 µM]	COc1ccc(C[C@H]2CCn3nncc3COC[C@H](c3ccccc3)NC2=O)cc1
-22.4[25 µM]	N#C[C@H]1[C@@H](c2ccccc2C2=CCCC2)[C@@H](CO)N1S(=O)(=O)c1ccccc1
-4.1	CCC(C(=O)N1CCN(S(=O)(=O)c2sc(C(=O)O)c(C)c2C(=O)O)CC1)c1ccccc1 (stereo unspecified)
2.9	CC(=O)N1CCN(CC(=O)Nc2sccc2C#N)CC1
91.2*[25 µM]	CC1=C(SCCO)C(=O)c2ccccc2C1=O
9.1	CCC12CN3CC(CC)(CN(C1)C31C(=O)N(C)c3ccc(C)cc31)C2=O (stereo unspecified)

# Next results.
BL2 CD40 inh	Compound
-2.0	COc1ccc(C=NCC2COc3ccccc3O2)cc1OC (stereo unspecified)
-52.6	Cc1ccc(/C=N/n2cnc3sc(C)c(C)c3c2=O)o1
1.8	CCNC(=S)N1CCC(C(=O)c2ccc3c(c2)OCCO3)CC1
8.6	N#C[C@@H]1[C@H](c2ccccc2-c2cccc(F)c2)[C@@H](CO)N1C(=O)C1CCCC1
6.1	COc1ccccc1CN1CCNC(=O)C1CC(=O)NCCc1cnccn1 (stereo unspecified)
-1.0	Cc1ccc(C2(c3ccccc3)NC(=O)N(CC(=O)NC3(C#N)CCCC3)C2=O)cc1C (stereo unspecified)
10.1[25 µM]	C[C@@H]1CN([C@@H](C)CO)C(=O)CCCn2nncc2CO[C@@H]1CN(C)Cc1cccnc1
-8.2[25 µM]	C[C@H](CO)N1C[C@H](C)[C@H](CN(C)C(=O)Nc2ccc3c(c2)OCO3)Oc2ncc(-c3ccccc3)cc2C1=O

# (next part)
BL2 CD40 inh	Compound
2.8	CC(C)N(c1ccccc1)c1ccc(NC(=O)C2CCCO2)cc1 (stereo unspecified)
4.2[25 µM]	CS(=O)(=O)Nc1ccc2c(c1)[C@H]1C[C@H](CC(=O)NC3CCCC3)O[C@H](CO)[C@H]1O2
14.1	Cc1cc(NC(=O)COC(=O)c2cccc(O)c2)no1
-36.5	Cn1cnnc1SCC(=O)Nc1ccc2ccccc2c1
3.4	CC(=O)NCC(=O)OCC(=O)c1ccc(C)c(C)c1
-10.3[25 µM]	Cc1cccc(-c2ccc([C@@H]3[C@H](CO)N4CCCCN(C(=O)c5ccncc5)C[C@@H]34)cc2)c1
14.6	CC(C)OCC(O)CS(=O)(=O)Cc1ccccc1 (stereo unspecified)
9.1	CC(=O)c1c(C)oc2ccc(O)c(CN3CCOCC3)c12

# The list goes on:
BL2 CD40 inh	Compound
-29.1	O=C(NCc1ccco1)c1ccc(N2CCCC2=O)cc1
-17.5[25 µM]	CCS(=O)(=O)Nc1ccc2c(c1)C(=O)N(C)C[C@H](OC)[C@@H](C)CN(C(=O)c1ccc3c(c1)OCO3)[C@@H](C)CO2
3.8	O=C(COC(=O)c1c2c(nc3ccccc13)CCCCC2)NCc1ccc2c(c1)OCO2
5.4	Cc1ccc(CNC(=O)CN2C(=O)C3(OCCCO3)c3ccccc32)cc1
-1.7[25 µM]	O=C(C[C@@H]1C[C@@H]2c3cc(NC(=O)NC4CCCCC4)ccc3O[C@@H]2[C@H](CO)O1)NCC(F)(F)F
-4.1[25 µM]	CN1C(=O)c2cc(NC(=O)Nc3ccccc3F)ccc2OC[C@@H]2O[C@H](CC(=O)NCCc3ccncc3)CC[C@@H]21
-49.5	O=C(NCCCn1ccnc1)Nc1ccc2c(c1)OCO2
-6.5[25 µM]	O=c1oc(-c2ccc(C(F)(F)F)cc2)nn1Cc1cc(Cl)ccc1O

# More records.
BL2 CD40 inh	Compound
5.3	COc1cc(-c2cc(=O)c3c(C)cc(O)cc3o2)cc(OC)c1OC
-7.1	CCN(CC)S(=O)(=O)c1ccc(N2CCOCC2)c(NC(=O)c2nn(C(C)C)c(=O)c3ccccc23)c1
2.6[25 µM]	CO[C@H](C(=O)N(C)C[C@H]1OCc2ccccc2-c2c(n(C)c3ccccc23)C(=O)N([C@@H](C)CO)C[C@@H]1C)c1ccccc1
10.2	O=C(O)c1nn(CC(=O)N(C2CCCCC2)C2CCCCC2)c(=O)c2ccccc12
2.8	COc1ccccc1C(=O)NCCC(=O)N1CCN(C(C)=O)CC1
-21.0	Oc1ccccc1-c1nc(/C=C/c2ccccc2)nn1-c1ccccc1
5.1	O=C(NC1CCS(=O)(=O)C1)c1cccc(S(=O)(=O)N2CCCCCC2)c1 (stereo unspecified)
2.3	CN(CCOc1ccccc1)C(=O)CCc1c[nH]c2ccccc12

# Next part.
BL2 CD40 inh	Compound
0.5	CN1C(=O)c2cc(NC(=O)C3CC3)ccc2OC[C@@H]2O[C@@H](CC(=O)NCC3CCCCC3)CC[C@H]21
4.5	O=C(Nc1cccc(C(=O)NC2CC2)c1)c1ccc(F)c(S(=O)(=O)N2CCOCC2)c1
12.2	CN(C)CCNc1ncnc2ccccc12
-4.8[25 µM]	C[C@@H]1CN([C@@H](C)CO)C(=O)c2cc(NS(C)(=O)=O)ccc2O[C@@H](C)CCCCO[C@@H]1CN(C)CC1CCCCC1
5.2	CC(C)N(C(=O)CSc1nnc(NC(=O)Cc2cccs2)s1)C(C)C
-11.2	O=C(OCC(=O)N1CCN(C(=O)c2ccco2)CC1)c1ccccc1NCCO

# High-throughput results: PubChem, Broad Institute

# An excerpt; count on the stated rates, not on these rows.
